KCNH2 3.1 block: KCNH2 3.1 (human) potassium channel inhibition; U2OS KCNH2 3.1, thallium flux FluxOr; hits give low values; activity change, % (tested at about 1.8 µM); 0.95% of 340,000 active; AID 720553;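 active = maximum activity change below -70%; inconclusive = maximum activity change from -70% to -50%; inactive = maximum activity change above -50%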;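 note: thallium influx rate constant from kinetic fluorescence after stimulation buffer; % is set by controls: 0 for no effect and ±100 for the full control effect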
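Thallium flux read-out: FluxOr dye with Red40 quencher in HBSS/HEPES, 45 min at RT. Rate constants from kinetic reads were normalized to positive and negative DMSO controls. Cells: U2OS virally expressing the 3.1 isoform.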
Mito fusion yeast: inhibitors of mitochondrial division or activators of mitochondrial fusion | S. cerevisiae fusion-defective mutant growth rescue, CellTiterGlo 48 h | Potency, µM (series often up to 46.1 µM), for inactives: at the top dose growth rescue (activation), hits mostly activators | 0.23% of 320,000 active;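 note: potency is the fitted concentration of half-maximal effect; % of control where 0% means no effect; nearly all actives have a fitted effect of over 45% in size; temperature-sensitive fusion mutants such as fzo1-1 at 37 °C on non-fermentable ethanol glycerol medium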
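Temperature-sensitive fusion-defective S. cerevisiae (e.g. fzo1-1, mgm1-5) were grown with compound in YPEG medium (3% ethanol, 3% glycerol) for 48 hours at 37C. Growth rescue was measured as viability by CellTiterGlo luminescence after 10 minutes at ambient.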
PKM2 act: increases activity of human pyruvate kinase M2 | P14618 | purified PKM2, Kinase-Glo ATP luminescence, activation; response scale: 0% is enzyme alone, no compound | Potency, µM (titrated, usually from 57.5 µM), for the others: at the highest dose activation, actives largely listed as activators | 0.34% of 260,000 active; note: potency is the fitted concentration of half-maximal effect; % is set by controls: 0 for no effect and ±100 for the full control effect; nearly all actives have a fitted effect of over 55% in size
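ATP formation by purified human PK-M2, quantified via coupled luciferase luminescence after 1 h at room temperature with 0.1 mM ADP and 0.5 mM PEP final.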
ELG1 DNA repair: blocks ELG1-dependent DNA repair in HEK293T cells; HEK293T ELG1-luciferase reporter, luminescence, 16 h; DNA damage induced by 5-fluorouridine; Potency, µM (series often up to 46.1 µM), for the others: at the highest dose activity change, negative = inhibition, usual class: inhibitors; 2.3% of 330,000 active; note: potency is the fitted concentration of half-maximal effect; % is set by controls: 0 for no effect and ±100 for the full control effect; nearly all actives have a fitted effect of over 55% in size
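HEK293T cells expressing luciferase-tagged ELG1 (2,000/well) received 5-Fluorouridine plus compound or DMSO for 16 hr at 37 °C. Luciferase was read by ONE-Glo luminescence after 30 min at room temperature.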
RORgamma inh: inhibitors of mouse ROR gamma transcriptional activity; P51450; Drosophila S2 Gal4-RORgamma UAS-luciferase reporter, 20 h; Potency, µM (doses to about 53.6 µM), inactives show at the top dose activity change, negative = inhibition, actives largely listed as inhibitors; 5.4% of 310,000 active; AID 2551; note: potency is the fitted concentration of half-maximal effect; % is set by controls: 0 for no effect and ±100 for the full control effect; nearly all actives have a fitted effect of over 60% in size
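Read-out: Photinus luciferase luminescence; inhibitors lower reporter signal. Insect Schneider cells with Gal4-ROR gamma fusion under metallothionein promoter, UAS reporter; 700 uM final copper sulfate induction, 20 hr, ambient temperature.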
MBNL1-CUG inh: MBNL1-poly(CUG) RNA binding inhibition; Q9NR56; TR-FRET MBNL1-His/biotin-(CUG)12 binding, 665/545 ratio; Potency, µM (titrated, usually from 57.5 µM), for inactives: at the highest dose activity change, negative = inhibition, hits mostly inhibitors; 0.036% of 280,000 active; AID 2675; active = well fitted inhibition curve with a large enough effect in the signal ratio, with a control signal flat, not every such curve was filed as active; inconclusive = small, poorly fitted or top-dose-only effect, or effect the other way, or a change in a side signal; inactive = no such curve, though single readings can be large or run the other way; the % refers to the signal ratio; note: potency is the fitted concentration of half-maximal effect; % is set by controls: 0 for no effect and ±100 for the full control effect
Target sequence (Q9NR56 whole entry, looked up): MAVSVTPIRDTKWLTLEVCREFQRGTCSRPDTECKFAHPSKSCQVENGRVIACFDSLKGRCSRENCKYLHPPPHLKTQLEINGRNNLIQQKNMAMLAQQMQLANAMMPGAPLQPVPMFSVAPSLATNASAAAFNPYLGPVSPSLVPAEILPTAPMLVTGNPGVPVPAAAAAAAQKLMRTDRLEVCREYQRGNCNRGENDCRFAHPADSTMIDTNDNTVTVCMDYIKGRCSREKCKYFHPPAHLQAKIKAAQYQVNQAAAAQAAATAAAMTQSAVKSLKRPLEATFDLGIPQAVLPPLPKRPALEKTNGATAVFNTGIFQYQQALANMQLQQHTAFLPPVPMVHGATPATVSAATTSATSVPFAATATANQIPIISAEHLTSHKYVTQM
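TR-FRET between His-tagged MBNL1 and biotin-(CUG)12 RNA, detected with Tb anti-His antibody (0.055 ng/ul) and streptavidin-XL665 (5 nM), 60 min at room temperature. Compounds titrated 92 nM to 58 uM; 665/545 nm ratio normalized to buffer and complex controls.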
Rab9 promoter act: activators of Rab9 promoter | Potency, µM (series often up to 9.22 µM), for inactives: top-dose activation, negative = inhibition, actives largely listed as activators | 2.8% of 320,000 active | Huh7 Rab9 promoter-luciferase reporter, luminescence, 24 h | AID 485297; note: potency is the fitted concentration of half-maximal effect; % of control where 0% means no effect; nearly all actives have a fitted effect of over 60% in size
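Huh7 reporter line, Rab9 promoter upstream of luciferase. Compound exposure 24 h at 37 °C in reduced-serum medium with 10% FBS. Read-out: luminescence.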
Menin-MLL TR inh: inhibitors of human menin-MLL interaction, mutant MLL peptide; O00255; Menin + Texas Red MLL mutant peptide, fluorescence polarization; Potency, µM (doses to about 61.6 µM), for the others: at the top dose FP activity change, negative = inhibition, hits mostly inhibitors; 0.23% of 270,000 active; AID 1768; active = well fitted inhibition curve with a large enough effect in the polarisation, with a control signal flat, not every such curve was filed as active; inconclusive = small, poorly fitted or top-dose-only effect, or effect the other way, or a change in a side signal; inactive = no such curve, though single readings can be large or run the other way; the % refers to the polarisation; note: potency is the fitted concentration of half-maximal effect; % of control where 0% means no effect; many of its hits are not listed in these tables
Target sequence (O00255 whole entry, looked up): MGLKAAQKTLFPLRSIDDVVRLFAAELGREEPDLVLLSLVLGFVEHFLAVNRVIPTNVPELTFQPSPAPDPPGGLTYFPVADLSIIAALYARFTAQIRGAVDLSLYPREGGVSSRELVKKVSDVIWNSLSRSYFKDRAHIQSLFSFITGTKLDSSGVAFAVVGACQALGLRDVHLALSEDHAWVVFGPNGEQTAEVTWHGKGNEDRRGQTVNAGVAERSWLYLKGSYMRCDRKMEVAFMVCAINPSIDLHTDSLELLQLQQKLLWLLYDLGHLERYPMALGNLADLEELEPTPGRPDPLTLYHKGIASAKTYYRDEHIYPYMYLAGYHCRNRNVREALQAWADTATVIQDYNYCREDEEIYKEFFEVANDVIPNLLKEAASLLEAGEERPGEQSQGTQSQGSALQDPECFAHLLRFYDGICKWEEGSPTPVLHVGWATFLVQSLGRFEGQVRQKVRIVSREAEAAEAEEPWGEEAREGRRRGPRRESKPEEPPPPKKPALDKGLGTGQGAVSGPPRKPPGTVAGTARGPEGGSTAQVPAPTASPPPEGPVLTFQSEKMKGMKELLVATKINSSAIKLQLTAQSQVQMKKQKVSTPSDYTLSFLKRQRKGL
FLuc counter: firefly luciferase modulation, counter-screen for miR-21 project; 6.9% of 360,000 active; purified FLuc, Km substrates, luminescence inhibition; Potency, µM (doses to about 57.5 µM), for inactives: at the top dose activity change, negative = inhibition, usual class: inhibitors; P08659; AID 588342;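 note: potency is the fitted concentration of half-maximal effect; plate controls were vehicle for no effect and reference inhibitor for full effect; nearly all actives have a fitted effect of over 55% in size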
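Purified P. pyralis luciferase (10nM final) with 10uM D-luciferin and 10uM ATP (Km levels) in 50mM Tris acetate pH 7.5, 10mM Mg acetate, 0.01% Tween-20, 0.05% BSA; qHTS 6-point titration, ~60 µM downward; luminescence read.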
NPC1 prom act: NPC1 promoter activation; 2.4% of 320,000 active; Huh7 NPC1 promoter luciferase reporter, 24 h; Potency, µM (doses to about 9.22 µM), for the others: top-dose activation, most hits filed as activators;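 note: potency is the fitted concentration of half-maximal effect; % of control where 0% means no effect; nearly all actives have a fitted effect of over 60% in size; reporter is driven by a mutant NPC1 promoter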
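Readout is luciferase luminescence, reflecting NPC1 promoter activation in stably transfected Huh7 cells after 24 h compound exposure at 37 °C in reduced-serum medium with 10% FBS.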
VP16 counter: Gal4-VP16 reporter inhibition counter-screen. Drosophila S2 Gal4-VP16 UAS-luciferase, luminescence, 20 h. Potency, µM (doses to about 53.6 µM), without a hit: at the highest dose activity, negative = inhibition, hits mostly inhibitors. 3.5% of 310,000 active;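 note: Gal4-VP16 expression switched on by copper sulfate through the metallothionein promoter; potency is the fitted concentration of half-maximal effect; % is set by controls: 0 for no effect and ±100 for the full control effect; nearly all actives have a fitted effect of over 50% in size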
An asterisk follows results filed as active; ? = inconclusive; . = not tested or not shown; & = joins results of further samples; [ ] = dose if it differs, or a comment. Unless noted, calls come from the whole dose curve; as a rule, active = well fitted curve in the direction sought with a large enough effect; inconclusive = small, poorly fitted or top-dose-only effect, or another doubt; inactive = no such curve, though single readings can be large; an effect the other way counts as inactive or inconclusive. These rows are one share of the data. The share of hits here may be higher or lower than overall.

SMILES	KCNH2 3.1 block	Mito fusion yeast	PKM2 act	ELG1 DNA repair	RORgamma inh	MBNL1-CUG inh	Rab9 promoter act	Menin-MLL TR inh	FLuc counter	NPC1 prom act	VP16 counter
CN(CCC#N)C(=O)COC(=O)c1cccnc1Nc1ccccc1F	24	-10%	0%	17%	-8%	-8%	3%	0%	-6%	-1%	-1%
CCOc1ccc(NC(=O)C2C3C=CC4(O3)C2C(=O)N(Cc2cccnc2)C4C(=O)NC2CCCCC2)cc1 (stereo not given)	0	1%	-8%	8%	-2%	0%	0%	11%	-2%	2%	1%
CN(C)/C=C/C(=O)c1ccc(Cl)cc1Cl	1	-1%	1%	-12%	26%	-2%	0%	-1%	4%	-9%	1%
Cc1c(C(=O)NC(Cc2ccccc2)c2nc3ccccc3[nH]2)cccc1[N+](=O)[O-] (stereo not given)	12	2%	-4%	11%	-4%	21%	2%	-1%	-14%	-2%	3%
Cc1c(-c2cccc(NC(=O)c3ccco3)c2)nc2ncccn12	-15	0%	-9%	-1%	?	?	-1%	-9%	-15%	6%	-4%
CC(C)[C@H](NC(=O)N1CCn2c1nc1ccccc12)C(=O)NCc1ccc2c(c1)OCO2	7	-5%	4%[0.46 µM]	-15%	-25%	-6%	-1%	1%	-1%	-1%	3%
Cc1cc(C)cc(Nc2cc(=O)n(C3CCCCC3)c(=O)[nH]2)c1	0	5%	-2%	?	-3%	-10%	7%	-30%	2%	-2%	?
CC(C)c1nc(-c2ccccc2)c(-c2ccccc2)[nH]1	6	-2%	-6%	-7%	22%	-1%	-1%	-11%	1%	-1%	-16%
O=C(CCn1c(=O)c2ccccc2n(CC(=O)NCCC2=CCCCC2)c1=O)NCc1ccco1	-2	-1%	-3%	3%	6%	1%	-6%	-20%	1%	0%	13%
CCOC(=O)c1cc(-c2ccccc2)nc2nc(N(CC)CC)sc12	18	6%	.	?	23%	11%	-1%	7%	-11%	-11%	?
CS(=O)(=O)Nc1cccc(C2=NN(C(=O)c3ccco3)C(c3cccs3)C2)c1 (stereo not given)	-19	-6%	23%	6.5µM*	9%	?	2%	.	-7%	2%	-4%
O=C(CSc1nncs1)NC1CCCCCCC1	3	2%	.	?	.	.	0%	.	-16%	-1%	.
CCN(CC)c1ccc2cc(C(=O)NNC(=O)c3ccc(S(=O)(=O)N4CCCCC4)cc3)c(=O)oc2c1	-2	-8%	-15%	?	12%	4%	-14%	1%	-14%	-8%	1%
COc1cc(O)c(C(CC(=O)N2CCN(c3ccccc3)CC2)c2ccc(N(C)C)cc2)c(OC)c1 (stereo not given)	.	-24%	0%	0%	-18%&-2%	-4%	-6%	-1%	0%	1%	-1%&2%
Cn1c(N)c(C(=O)COC(=O)c2ccnc3ccccc23)c(=O)n(C)c1=O	19	-8%	1%&0%	17%	-16%&-11%	382%[activator]	3%	0%&-24%	-2%	-7%	-6%&-14%
COC(=O)c1sccc1NS(=O)(=O)c1ccc(F)cc1F	5	?	.	-7%	-19%	-3%	-7%	-1%	-2%	-4%	-2%
CC(=O)N1CCN(C(=S)c2ccc(Cl)cc2)CC1	27	8%	-17%	?	-13%	?	12%	-2%	-2%	1%	-14%
COc1ccc(C)cc1S(=O)(=O)N(CC(=O)NCc1ccc(Cl)cc1)Cc1ccccc1	7	19%	-1%	?	-16%	-4%	-3%	1%	0%	-1%	-1%
Cn1cnc([N+](=O)[O-])c1Sc1ccc(Br)cc1	2	21%	6%	5%	?	25%	-19%	3%	-1%	-12%	?
Clc1ccc(OCCCNCc2ccccc2)c2ccccc12	-22	-30%	-3%	-13%	-11%	4%	-3%	11%	2%	-2%	-17%
O=C(COc1ccc2c3c(c(=O)oc2c1)CCC3)N[C@@H](CSCc1ccccc1)C(=O)O	3	-3%	-10%	4%	-10%	-5%	-6%	-4%	-1%	-1%	-1%
CCOCCOc1cccc(C(=O)NC(C)c2ccc3ccccc3c2)c1 (stereo not given)	-4	3%	2%	-28%	?	7%	-1%	-11%	1%	-2%	0%
Cn1c(=O)n(Cc2ccccc2F)c2ccccc21	-31	3%	1%	15%	-6%	-8%	2%	-3%	-3%	?	-4%
O=C(Nc1ccccc1)C1CCN(C(=O)c2ccc(Br)cc2)CC1	-1	3%	-1%	1%	1%	-6%	-4%	3%	3%	0%	10%
CC1(C(=O)O)CCC(C(N)=O)C1(C)C (stereo not given)	-46	6%	-2%	0%	2%	-5%	-2%	.	0%	0%	-17%

(list continues)
SMILES	KCNH2 3.1 block	Mito fusion yeast	PKM2 act	ELG1 DNA repair	RORgamma inh	MBNL1-CUG inh	Rab9 promoter act	Menin-MLL TR inh	FLuc counter	NPC1 prom act	VP16 counter
CCOC(=O)c1cnc2ccc(Cl)cc2c1Nc1ccc(S(=O)(=O)Nc2ncccn2)cc1	-1	1%	-1%	7%	12%	-10%	-9%	-1%	2%	-2%	-10%
CCCCC1=CC2=CC(=O)C(C)(OC(=O)CC)C(=O)C2=CN1CCCCO (stereo not given)	13	6%	-8%[11.5 µM]	13%	-1%	?	-1%	-2%[11.7 µM]	-2%	-4%	-6%
CCOc1ccc(-c2c(C)n([O-])c3c([n+]2=O)CCCC3)cc1	17	-3%	2%	3%	13%	?	1%	-7%	-2%	5%	-14%
CCN(CC)c1ccc(/C=N/N=C(N)N)c(O)c1	-25	17%	1%	-10%	7%	10%	-19%	3%	-5%	-11%	-9%
O=C(CNC(=O)c1ccc(Cl)cc1)OCc1nc2ccccc2s1	3	1%	1%	14%	40%	-4%	10%	-11%	-13%	-1%	15%
COc1cc(/C=C/C(=O)OCC(=O)Nc2cc(C(F)(F)F)ccc2N2CCOCC2)ccc1O	-33	-5%	3%	?	28%[10 µM]	.	-2%	15%	-2%	-1%	-14%
CC(C)(C)c1nc2c(s1)CCc1onc(-c3ccc(Cl)cc3)c1-2	-9	2%	.	6%	.	.	-3%	.	2%	-1%	.
N#CCCN(Cc1ccccc1)C(=S)Nc1ccc(F)cc1	-2	1%	-2%	11%	0%	-8%	-8%	.	1%	-6%	-7%
CCN(CC)S(=O)(=O)c1cccc(C(=O)Nc2nc3cc4c(cc3s2)OCCO4)c1	0	3%	-27%	12µM*	13%	-1%	-6%	?	9.5µM*	-3%	8%

4 of the compounds above, with two lines to a compound.
Values in the order: KCNH2 3.1 block, Mito fusion yeast, PKM2 act, ELG1 DNA repair, RORgamma inh, MBNL1-CUG inh, Rab9 promoter act, Menin-MLL TR inh, FLuc counter, NPC1 prom act, VP16 counter
N#CCCN(Cc1ccccc1)C(=S)Nc1ccc(F)cc1
    -2, 1%, -2%, 11%, 0%, -8%, -8%, ., 1%, -6%, -7%
CCOc1ccc(NC(=O)C2C3C=CC4(O3)C2C(=O)N(Cc2cccnc2)C4C(=O)NC2CCCCC2)cc1 (stereo not given)
    0, 1%, -8%, 8%, -2%, 0%, 0%, 11%, -2%, 2%, 1%
CN(CCC#N)C(=O)COC(=O)c1cccnc1Nc1ccccc1F
    24, -10%, 0%, 17%, -8%, -8%, 3%, 0%, -6%, -1%, -1%
CC(C)c1nc(-c2ccccc2)c(-c2ccccc2)[nH]1
    6, -2%, -6%, -7%, 22%, -1%, -1%, -11%, 1%, -1%, -16%

Taken from above:
Menin-MLL TR inh result of COc1cc(/C=C/C(=O)OCC(=O)Nc2cc(C(F)(F)F)ccc2N2CCOCC2)ccc1O reads 15%
FLuc counter result of CCOC(=O)c1cnc2ccc(Cl)cc2c1Nc1ccc(S(=O)(=O)Nc2ncccn2)cc1 reads 2%
Mito fusion yeast result of CCOc1ccc(-c2c(C)n([O-])c3c([n+]2=O)CCCC3)cc1 reads -3%
Mito fusion yeast result of O=C(CNC(=O)c1ccc(Cl)cc1)OCc1nc2ccccc2s1 reads 1%
RORgamma inh result of CCN(CC)S(=O)(=O)c1cccc(C(=O)Nc2nc3cc4c(cc3s2)OCCO4)c1 reads 13%
PKM2 act result of N#CCCN(Cc1ccccc1)C(=S)Nc1ccc(F)cc1 reads -2%
